Lipid storage S3 = qHTS Assay for Lipid Storage Modulators in Drosophila S3 Cells; Drosophila S3 cells, BODIPY lipid droplet fluorescence, 18-24 h; cells fed with added oleic acid; 320,000 compounds, 0.64% hits; AID 2685; Potency in µM for hits, for the others lipid storage change, negative = inhibition, % at the top dose, mostly 46.1 µM; active = well fitted inhibition curve with a large enough effect in the signal ratio, with a control signal flat, not every such curve was filed as active; inconclusive = small, poorly fitted or top-dose-only effect, or effect the other way, or a change in a side signal; the % refers to the signal ratio
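Drosophila S3 cells got compounds at several concentrations plus oleic acid (400 uM solution). Laser-scanning cytometry with 488 nm excitation read lipid droplets at 500-530 nm and cells at 575-640 nm. Percent activity was relative to 20 uM Triacsin C.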
Lipid storage S3 cell count max = further read-out of Lipid storage S3, marked with its call; cell number change, %; measured here: cell count max response;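 cells counted by Cell Tracker Red CMTPX staining in the red channel; peak over a dose series mostly up to 46.1 µM; percent activity relative to internal control wells on each plate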
An asterisk follows results filed as active; i = inactive; ? = inconclusive; / = not tested or not shown; [ ] = remark or other dose. % is set by controls: 0 for no effect and ±100 for the full control effect; potency is the fitted concentration of half-maximal effect. Not all compounds are listed; rates above refer to the full screens.

Lipid storage S3 | Lipid storage S3 cell count max | smiles
5.8% | 7.5 | NC(N)=NCC(O)CN(c1ccccc1)c1ccccc1 (centres undefined)
-0.4% | 13.1 | C/C=C(\C)C(=O)Nc1cccc(C2=NOC3(C2)C[C@@H](C(N)=O)N(C(=O)/C(C)=C/C)C3)c1 (some centres undefined)
8.2% | 8.2 | CCCC(=O)NC(C)C(c1cccs1)N1CCN(c2ccccc2)CC1 (centres undefined)
? | / | CCc1ccc(C(=O)N2CCC(c3nc4ccccc4s3)CC2)cc1
? | / | CN(C)C(CNC(=O)c1ccc(NS(=O)(=O)c2ccc(F)cc2)cc1)c1ccco1 (centres undefined)
i | 4.7 | Cc1ccc(SCCC(=O)N2CCCC2)cc1
? | / | Cc1cccn2c(=O)c(/C=C(\C#N)S(=O)(=O)c3ccccc3)c(N3CCN(c4ccccc4)CC3)nc12
? | / | Cc1nnc(NC(=O)CSc2nc3c(c(=O)n2CCc2ccccc2)SC(C)C3)s1 (centres undefined)
i | -24.3 | Cc1ccc(S(=O)(=O)N(Cc2ccc(Cl)cc2)c2ccccc2C(=O)O)cc1
i | 3.8 | CCC(C)(C)NC(=O)c1ccc2c(c1)N(CC(=O)NC1CCCC1)C(=O)C(C)(C)O2
15.7% | -23.7 | N#Cc1c(NCCCO)nc(-c2ccccc2)c2c1CCCC2
25.4% | -29.4 | CC1CC2(CCCCC2)N2C(=O)C(=O)c3cccc1c32 (centres undefined)
? | / | CCC(C)n1c(SCC(=O)NC2CCCC2)nc2ccccc2c1=O (centres undefined)
? | / | CCCCN(CC)S(=O)(=O)c1ccccc1
i | 14.9 | CCc1ccc(NC(=O)C2CCCN(S(=O)(=O)c3cnc[nH]3)C2)cc1 (centres undefined)
? | / | CSCCC(NC(=O)COc1ccccc1)C(=O)N(C)Cc1ccc(F)cc1 (centres undefined)
10.2% | / | CC/C(Cc1ccccc1)=N/NC(=O)CCn1nnc2ccccc21
-18.7% | 9.9 | CCCNC(=O)CS(=O)(=O)c1ccccc1
? | / | COc1ccc(-c2nc3ccccc3n2OC(C)C(=O)O)cc1 (centres undefined)
? | / | Cc1ccc(Cn2ccc(NC(=O)c3cc(-c4cccs4)on3)n2)cc1
i | / | O=c1c2cc(N3CCOCC3)ccc2[nH]c(=S)n1CCN1CCCC1
? | / | C#CCn1c(=NC(=O)c2cc(Cl)sc2Cl)sc2cc(S(N)(=O)=O)ccc21
? | / | COc1cccc(-n2c(C)nc3c(cnn3-c3ccc(Cl)cc3)c2=O)c1
-11.3% | 20.2 | Cc1cccc(NC(=O)[C@@H]2CCCN2C(=O)OC(C)(C)C)c1C
? | / | CCOc1ccccc1Nc1nnc(SCC(=O)NC(Cc2c[nH]c3ccccc23)C(=O)O)s1 (centres undefined)
i | -7.3 | CCN(CC)S(=O)(=O)c1ccc2oc(C(=O)N3CCCCCC3)c(C)c2c1
? | / | CC(C)OCCCn1c(=N)c(C(N)=S)cc2c(=O)n3ccccc3nc21
2.1% | 11.7 | NC(=O)CSc1nnnn1-c1cccc(Cl)c1
11.5% | / | O=C(COC(=O)CN1C(=O)NC2(CCCC2)C1=O)Nc1ccc(C(F)(F)F)cc1[N+](=O)[O-]
? | / | COc1cc(C2C3=C(CCCC3=O)Nc3c2c(C)nn3-c2cccc(C)c2)cc(OC)c1O (centres undefined)

Brought forward from above: 6 compounds, followed by the next part.
Lipid storage S3 | Lipid storage S3 cell count max | smiles
? | / | CCOc1ccccc1Nc1nnc(SCC(=O)NC(Cc2c[nH]c3ccccc23)C(=O)O)s1 (centres undefined)
i | -7.3 | CCN(CC)S(=O)(=O)c1ccc2oc(C(=O)N3CCCCCC3)c(C)c2c1
? | / | CC(C)OCCCn1c(=N)c(C(N)=S)cc2c(=O)n3ccccc3nc21
2.1% | 11.7 | NC(=O)CSc1nnnn1-c1cccc(Cl)c1
11.5% | / | O=C(COC(=O)CN1C(=O)NC2(CCCC2)C1=O)Nc1ccc(C(F)(F)F)cc1[N+](=O)[O-]
? | / | COc1cc(C2C3=C(CCCC3=O)Nc3c2c(C)nn3-c2cccc(C)c2)cc(OC)c1O (centres undefined)
11.4% | -8.8 | CCOc1ccc(C(=O)NCC(c2cccs2)N(C)C)cc1OCC (centres undefined)
? | / | CN1C(=O)/C(=C2\SC(N3CCCCCC3)=NC2=O)c2ccccc21
1.4%[0.0737 µM] | / | CC1CCCCN1C(=O)CSc1nc(N)nc(N)n1 (centres undefined)
? | / | CC1(c2ccc(Cl)cc2)NC(=O)N(CC(=O)NCc2ccc(F)cc2)C1=O (centres undefined)
23.2% | -9.0 | O=C(NC1CCCC1)c1cccc(S(=O)(=O)N2CCCC2)c1
? | / | CC(C)(C)C(=O)NC(C(N)=O)=C(Cl)Cl
? | / | O=C(NCc1ccccc1)c1ccc(S(=O)(=O)N2CCCC2)cc1
8.0% | 6.8 | c1cncc(-c2nc3ccccc3s2)c1
? | / | O=C(CC(C(=O)O)c1cccc(Cl)c1)c1ccccc1 (centres undefined)
? | / | Cc1ccc(S(=O)(=O)N2CCN(C(=O)CC(C)n3cncn3)CC2)cc1 (centres undefined)
? | / | CC(C)c1ccc(NC(=O)C2CCCN2S(=O)(=O)c2ccccc2F)cc1 (centres undefined)
-7.9% | -4.2 | CN(C)CCCCOc1ccccc1-c1ccccc1
? | / | CCCC(c1nnnn1C(C)(C)CC)N(CCCO)Cc1cc2cc(C)cc(C)c2[nH]c1=O (centres undefined)
? | / | COc1ccc(OC)c(C(C)NC(C)=O)c1 (centres undefined)
? | / | O=C(CS(=O)c1ccc(C(F)(F)F)cc1[N+](=O)[O-])Oc1ccccc1 (centres undefined)
? | / | Cc1ccccc1C(=O)NC(=S)Nc1ccccc1C(=O)O
i | 33.7 | Cc1ccc(-c2nc3ccccc3c(C(=O)NCc3cccs3)c2C)cc1
i | 11.1 | Cn1c(CN2CCOCC2)nnc1SCC(=O)Nc1cc(Cl)ccc1Cl
6.9% | 12.4 | COc1ccc2nc(C)cc(Nc3ccc(C(=O)O)cc3)c2c1
? | / | CSc1cccc(NS(=O)(=O)c2ccc3c(c2)NC(=O)C(C)C(=O)N3)c1 (centres undefined)
? | / | Cn1c(CC(=O)Nc2ccccc2)nnc1SCC(=O)Nc1ccc(N2CCOCC2)cc1
? | / | CC1=CC(=C(C#N)c2nc3ccccc3s2)C=C(C)N1CC1CCCO1 (centres undefined)
i | -21.3 | COc1ccc(OC)c(NC=C2C(=O)OC(C)(C)OC2=O)c1
i | / | Cc1ccc(NCCC(=O)c2cccc([N+](=O)[O-])c2)cc1
? | / | Cc1ccc(C(C)C)c(OCCn2c(=O)oc3ccccc32)c1
? | / | CC1CCN(S(=O)(=O)N2CCC(C(=O)NCCN3CCOCC3)CC2)CC1
? | / | Cc1ccc(C)c(S(=O)(=O)C(C#N)c2nc3ccccc3nc2N2CC(C)OC(C)C2)c1 (centres undefined)
-10.6%[0.0737 µM] | / | CCN(CC(=O)Nc1cccc(S(=O)(=O)N2CCOCC2)c1)Cc1ccccc1
? | / | COc1ccc(OC)c(NC(=O)C2CCN(C(=O)C3CC(=O)N(c4ccc(C)cc4)C3)CC2)c1 (centres undefined)
-22.3% | 10.8 | Cc1nn(CCc2nc(-c3ccco3)cs2)c2[nH]c(=O)cc(C(F)(F)F)c12

Sorted by value in Lipid storage S3 (ascending): 4 of the compounds above
Lipid storage S3 | Lipid storage S3 cell count max | smiles
-22.3% | 10.8 | Cc1nn(CCc2nc(-c3ccco3)cs2)c2[nH]c(=O)cc(C(F)(F)F)c12
8.0% | 6.8 | c1cncc(-c2nc3ccccc3s2)c1
11.4% | -8.8 | CCOc1ccc(C(=O)NCC(c2cccs2)N(C)C)cc1OCC (centres undefined)
23.2% | -9.0 | O=C(NC1CCCC1)c1cccc(S(=O)(=O)N2CCCC2)c1

Additional entries
Lipid storage S3 | Lipid storage S3 cell count max | smiles
0.6% | 1.5 | COc1cc2c(cc1OC)C(c1cccs1)N(C(=O)c1ccc(S(=O)(=O)N(C)C)cc1)CC2 (centres undefined)
9.8% | / | CCOC(=O)C1CCN(C(C(=O)Nc2ccc3c(c2)OCCO3)c2ccccc2)CC1 (centres undefined)
-19.7% | 9.3 | COc1ccc(C(=O)/C=C/c2cccs2)c(OC(=O)N2CCOCC2)c1
2.7% | 7.5 | CN(C)S(=O)(=O)N(CC(=O)Nc1ccccc1)c1ccccc1
? | / | O=C(NCC1CCCO1)c1cc2cc(Cl)ccc2[nH]1 (centres undefined)
i | / | CCn1c(COc2ccccc2C)nnc1SCC(=O)N1CCN(c2ccccc2)CC1
-2.6% | 1.5 | CCOC(=O)C1CCN(S(=O)(=O)c2ccc(Cl)nc2)CC1
-3.6% | 3.3 | CCc1ccc(NC(=O)CS(=O)CC(=O)NCCCc2ccccc2)cc1 (centres undefined)
? | / | CCC(NC(=O)NCc1ccc2c(c1)OCO2)(C(F)(F)F)C(F)(F)F
3.2% | 11.6 | COc1c(F)cccc1C1=CC(=O)C[C@H](c2ccc3c(c2)OCO3)C1
0.9% | / | CC(C)(C)N(Cc1cc2ccccc2[nH]c1=O)C(=O)C1CCCCC1
10.4% | -7.6 | O=C(O)CCn1nnc(-c2cccs2)n1
2.1% | 10.0 | CC(C)(CN1CCN(C(c2ccccc2)c2ccccc2)CC1)NS(=O)(=O)c1ccccc1
-9.0% | -8.0 | COc1cccc(/C=N/N2CCN(C3c4ccccc4-c4ccccc43)CC2)c1O
? | / | CCOc1cc(C2CC(=O)NC(SCC)=C2C#N)ccc1O (centres undefined)
i | 8.1 | CN1CCN(C(c2cccnc2)c2ccc3cccnc3c2O)CC1 (centres undefined)
? | / | O=[N+]([O-])c1cccc(-c2ccc(/C=N/n3c(-c4ccccc4)n[nH]c3=S)o2)c1
15.7% | -0.2 | CCOC(=O)c1c(-c2ccccc2)csc1NC(=O)/C(C#N)=C/c1ccc(OC)c(OC)c1
5.9% | 9.9 | COc1ccc(-c2ccc3nnc(SCC(N)=O)n3n2)cc1
-0.9% | 4.8 | CC(=O)c1ccc(-n2cc(C#N)c(=O)[nH]c2=O)cc1
? | / | O=C(O)c1cc(-c2ccc(Cl)cc2)n[nH]1
15.3% | 6.3 | O=C(CN1C(=O)C(=O)N(Cc2ccccc2)C1=O)Nc1ccc(OC(F)F)cc1
? | / | CC(=O)c1c(C)[nH]c(C(=O)Nc2ccc(C)c(S(=O)(=O)N(C)C)c2)c1C
-15.5% | 12.0 | Fc1ccc(C2=Nc3cccc4cccc(c34)N2)cc1
? | / | Cc1cccc(N=CC=C2OC(C)(C)C(C)(C)O2)c1
? | / | OCC1(Cc2ccccc2F)CCCN(Cc2c(F)ccc(F)c2F)C1 (centres undefined)
-21.8% | -8.9 | COc1ccc(-n2nnnc2SCC(=O)c2ccc3c(c2)OCCO3)c(OC)c1
? | / | Cc1ccc(NNC(=O)c2ccno2)cc1Cl
19.9% | -1.7 | CCOC(=O)C1=C(N)OC2=C(C(=O)CCC2)C1c1cccs1 (centres undefined)
-12.2% | -1.6 | COc1ccc(-n2nnnc2-c2cnc3cc4c(cc3c2C)OCO4)cc1
? | / | CCCOC(=O)CSc1nc(N)c(C#N)c(CC)c1C#N
? | / | O=C(NCc1ccco1)c1c(F)cccc1Cl
? | / | CCC1(CC)NC(=O)N(CC(=O)OC(C)C(=O)Nc2ccc(NC(C)=O)cc2)C1=O (centres undefined)
3.7% | -8.3 | COc1ccc(Sc2cnn(-c3ccccc3)c(=O)c2Cl)cc1
? | / | COc1ccc(OCc2nn3c(-c4ccccn4)nnc3s2)cc1
3.0% | -20.0 | Oc1ccc(/C=N/Nc2cc(N3CCOCC3)nc(N3CCOCC3)n2)cc1O
-17.7% | 9.2 | O=C(Nc1ccc(F)cc1F)c1ccc(-n2cccn2)c([N+](=O)[O-])c1
? | / | CC1CN(c2ncnc3c2c(-c2ccccc2)cn3-c2ccc(F)cc2)CC(C)O1 (centres undefined)
? | / | COc1ccccc1C(=O)NC(=O)COC(=O)/C(=C/c1ccccc1)NC(C)=O
0.0% | 0.2 | CC(C)(C)CC(=O)Nc1nnc(C(F)(F)F)s1
1.2% | 0.8 | O=C(COC(=O)CCc1ccc(S(=O)(=O)N2CCCCC2)cc1)Nc1cccc2ccccc12
? | / | COc1ccc(C(=O)COC(=O)c2cnc(C)cn2)c(OC)c1
0.0% | -9.1 | CCC(C)NC(=O)C(=O)NCc1ccncc1 (centres undefined)
? | / | COc1cccc(NC(=S)NNC(=O)c2ccccc2OC(F)F)c1
? | / | COc1n[nH]c(C(=O)Nc2cc(Cl)ccc2Cl)c1[N+](=O)[O-]
? | / | CCN(C1CCS(=O)(=O)C1)S(=O)(=O)c1ccc(Cl)s1 (centres undefined)
i | 3.8 | CCC(=O)Nc1ccc(Cl)c(NC(=O)c2cccnc2)c1
? | / | COc1cccc(-c2nc(CS(=O)(=O)CC(=O)N3CCCCC3)c(C)o2)c1
-15.7% | -12.7 | C=CCc1ccc(OCCOCCOc2ccccc2[N+](=O)[O-])c(OC)c1
? | / | CCOC(=O)N1CCC(NS(=O)(=O)c2ccc3c(c2)CCN3C(C)=O)CC1
-0.6% | -0.2 | COC(=O)c1ccc(CSc2nnc(-c3ccccc3)n2C)o1
? | / | O=C(O)CCC(=O)N1CCN(c2nc(-c3ccccc3)c3cc(Br)ccc3n2)CC1
4.6% | 4.3 | CN(c1ccc2nc3ccccc3c(=O)n2n1)C1CCCCC1
? | / | Cc1ccc(NC(=S)N(CCN(C)C)C(C)c2ccco2)cc1Cl (centres undefined)
? | / | CCCCn1c(N)c(N(CC(C)C)C(=O)C2CC(=O)N(Cc3ccccc3)C2)c(=O)[nH]c1=O (centres undefined)
? | / | COc1cc(OC)cc(C(=O)Nc2ccc3nc4n(c(=O)c3c2)CCCCC4)c1

Screening data deposited in PubChem BioAssay by National Center for Advancing Translational Sciences (NCATS).
